From PubChem
NR0B1 inh – inhibits human nuclear receptor DAX1 | AID 504766 | HEK293 Gal4-DAX1 luciferase reporter, luminescence | inhibition, % at 6.75 µM | 340,000 tested, 0.99% active;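 active means inhibition above the mean over all tested compounds plus 3 SD, cut at about 4.2% in these data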;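 further: 0% = DAX1-transfected cells with DMSO and 100% = empty-vector control cells with DMSO; inhibition shows as a rise in luminescence from relieved DAX1 repression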
Target sequence (P51843 207-470 limits assumed): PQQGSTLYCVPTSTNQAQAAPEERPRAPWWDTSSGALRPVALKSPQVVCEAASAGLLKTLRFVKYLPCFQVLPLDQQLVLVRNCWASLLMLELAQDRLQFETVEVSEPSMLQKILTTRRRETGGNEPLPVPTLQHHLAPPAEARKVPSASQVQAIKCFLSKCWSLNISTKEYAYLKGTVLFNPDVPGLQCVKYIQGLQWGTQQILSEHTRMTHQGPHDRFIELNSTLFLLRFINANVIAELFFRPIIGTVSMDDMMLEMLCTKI
FXN GAA850 act – activators of GAA850 frataxin (FXN) promoter. 360,000 tested, 0.56% active. HEK293 lucGAA850 FXN promoter luciferase reporter, 24 h; percent of 10 µM SAHA response. activation, % at 6 µM;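 active means activation above the average of all compounds screened plus 3 SD, cutoff fixed separately per campaign, cut at about 7.5% in these data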;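 further: 0% = DMSO wells and 100% = 10 µM SAHA wells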
Numbers without * were called inactive; . = no result given.

A first look, 5 compounds:
SMILES	NR0B1 inh	FXN GAA850 act
Cc1c(Cl)cccc1NC(=S)N=Nc1c(O)n(CN2CCOCC2)c2ccccc12	-2.6	.
CSc1ccc(-c2sc(Nc3ccccc3)n[n+]2-c2ccc(F)cc2)cc1	2.2	.
C=CC(=O)Nc1cccc(CN2C(=O)N(c3cc(OC)cc(OC)c3)Cc3cnc(NCCCCN(CC)CC)nc32)c1	-0.5	.
C#CCOCCOCCOCCNc1nc(N2CCN(C(=O)C(CCC(=O)O)n3cc(C(N)CC(C)C)nn3)CC2)nc(N2CCN(C(=O)C(Cc3cc4ccccc4[nH]3)n3cc(C(N)Cc4ccc(O)cc4)nn3)CC2)n1 (stereo not drawn)	-0.4	.
CCCCCCNC(=O)N[C@H](C(=O)NCCC[C@H]1CN2C(=NC[C@H]2C)N1CCC(c1ccccc1)c1ccccc1)C(C)O (stereo partly drawn)	-0.7	.

The whole of this part, previewed entries included:
SMILES	NR0B1 inh	FXN GAA850 act
Cc1c(Cl)cccc1NC(=S)N=Nc1c(O)n(CN2CCOCC2)c2ccccc12	-2.6	.
CSc1ccc(-c2sc(Nc3ccccc3)n[n+]2-c2ccc(F)cc2)cc1	2.2	.
C=CC(=O)Nc1cccc(CN2C(=O)N(c3cc(OC)cc(OC)c3)Cc3cnc(NCCCCN(CC)CC)nc32)c1	-0.5	.
C#CCOCCOCCOCCNc1nc(N2CCN(C(=O)C(CCC(=O)O)n3cc(C(N)CC(C)C)nn3)CC2)nc(N2CCN(C(=O)C(Cc3cc4ccccc4[nH]3)n3cc(C(N)Cc4ccc(O)cc4)nn3)CC2)n1 (stereo not drawn)	-0.4	.
CCCCCCNC(=O)N[C@H](C(=O)NCCC[C@H]1CN2C(=NC[C@H]2C)N1CCC(c1ccccc1)c1ccccc1)C(C)O (stereo partly drawn)	-0.7	.
CC1(Cc2cc(Cl)ccc2C(F)(F)F)C(=O)Nc2cc(F)ccc21 (stereo not drawn)	.	0.2
OC(c1cccc(Cl)c1)c1ncc(-c2ccc(C(F)(F)F)cc2)[nH]1 (stereo not drawn)	.	0.6
CCNC(=O)C1CCCN(Cc2ccc(C)c3ccccc23)CC1 (stereo not drawn)	.	-1.9
O=C(O)c1ccn[nH]1	.	-0.1
COc1c(CC=C(C)C)c(O)cc2oc(=O)c3c4ccc(O)cc4oc3c12	.	0.2
O=C(Nc1cccc2cccnc12)c1csc(COCCO)n1	.	1.4
COc1ccc(-c2cnc3c(NC(C)=O)cc(-c4ccsc4)cn23)cc1OC	.	2.8
COc1ccc(CNC(=O)c2cccc3c(-c4ccc(F)c(F)c4)coc23)cc1OC	.	-1.5
CN(C)CCNc1ncnc2c1ncn2[C@H]1CN(Cc2ccco2)C[C@@H](CO)O1	.	-1.5
CC(C)C(=O)N1CCCC1(C)C(=O)Nc1ccccc1 (stereo not drawn)	.	0.7
CCNC(=O)C1(C)CCCN(Cc2cccc(Oc3ccccc3)c2)C1 (stereo not drawn)	.	2.1
Cn1nc(C(C)(C)C)cc1C(=O)N1CCC(C)(C(=O)NS(=O)(=O)C2CC2)C1 (stereo not drawn)	.	0.1
O=C1C=CC[C@H](/C=C/C[C@@H](O)C[C@H](O)CCc2ccccc2)O1	.	1.2
CC1=NN(c2nc3ccccc3[nH]2)C(=O)C1Cc1ccccc1 (stereo not drawn)	.	-8.4
CCC[C@@H]1C[C@@H](C(=O)N[C@@H](C2O[C@H](SC)[C@H](O)[C@@H](O)[C@H]2O)[C@H](C)Cl)N(C)C1 (stereo partly drawn)	.	0.3
CC1(C(=O)NS(=O)(=O)C2CC2)CCN(C(=O)C2(c3ccc(Cl)cc3)CCCC2)C1 (stereo not drawn)	.	-0.4
CCNC(=O)C1(C)CCN(C(=O)CCc2ccccc2)C1 (stereo not drawn)	.	1.9
COc1ccccc1CNc1nc(NCc2ccccc2F)c2sccc2n1	.	1.7
COCCNC(=O)C1CCCN(Cc2ccccc2Cl)CC1 (stereo not drawn)	.	1.6
Cc1ccc(S(=O)(=O)Nc2c(O)ccc3ccccc23)cc1	.	-0.8
CCCS(=O)(=O)NC(=O)C1(C)CCN(C(=O)c2ccc(C(F)(F)F)nc2C)C1 (stereo not drawn)	.	0.0
COCCN1C[C@@H](CO)O[C@@H](n2cnc3c(N4CCN(C)CC4)ncnc32)C1	.	-0.1
CC1(C(=O)NCc2ccc(F)c(F)c2)Cc2c(-c3ccccc3)ccnc2O1 (stereo not drawn)	.	-1.5
Cn1c(=O)c2cc(NC(=O)NCCc3cccs3)ccc2n1-c1ccc(C(C)(C)C)cc1	.	-2.9
COCCNC(=O)C1(C)CCCN(Cc2ccc(Cl)c(Cl)c2)C1 (stereo not drawn)	.	0.1
CCOc1ccc(Cl)cc1-c1cc(C(=O)Nc2cc(OC)ccc2OC)[nH]n1	.	1.5
CN1CCN(c2nc3c(c(=O)n(C)c(=O)n3C)n2CCSc2nc3ccccc3s2)CC1	.	-2.4
O=C(NCc1ccccc1Cl)c1ccc2nc([C@H]3C[C@H](O)[C@@H](CO)O3)[nH]c2c1	.	0.5
COCOc1cc(O)c(C(=O)/C=C/c2ccc(OCOC)c(OCOC)c2)c(OCOC)c1	.	0.1
Cn1nc(-c2ccc(C(=O)Nc3ccc(F)cc3)cc2)c2ccccc2c1=O	.	-1.4
CCNC(=O)C1CCCN(Cc2ccc3ccccc3c2Br)CC1 (stereo not drawn)	.	-1.2
CCc1nc2c(OCCC3CCCCC3)cccn2c1N(C)C(=O)C1CC1	.	-2.3
COc1ccc(NC(=O)C2Cc3c(-c4ccccc4)ccnc3O2)cc1OC (stereo not drawn)	.	-3.8
O=c1c2c3nc4ccccc4nc3n(/N=C/c3ccncc3)c2ncn1-c1ccccc1	.	0.8
COc1cccc(-c2cnc(C(O)c3ccc(C(C)(C)C)cc3)[nH]2)c1 (stereo not drawn)	.	-4.3
OCCNc1ncnc2c1ncn2[C@H]1CN(Cc2ccc(-c3ccccc3)cc2)C[C@@H](CO)O1	.	-0.2
O=C(c1ccco1)N1CCN(c2nc(C3CC3)nc3sc4c(c23)CCCC4)CC1	-2.6	5.3
CCN(CC)C(=O)CSc1ncnc2c1nnn2-c1ccc(OC)cc1	-0.6	1.8
O=[N+]([O-])/C(=C\Nc1ccccc1Cl)S(=O)(=O)c1ccccc1	0.4	-0.9
CCOC(=O)[C@@H]1[C@H]2COc3ccccc3[C@H]2N2C(=O)N(c3ccccc3)C(=O)[C@]12C	1.1	0.6

Ordered by formula weight (rising): part of the list above
SMILES	NR0B1 inh	FXN GAA850 act
CCNC(=O)C1CCCN(Cc2ccc3ccccc3c2Br)CC1 (stereo not drawn)	.	-1.2
CCOc1ccc(Cl)cc1-c1cc(C(=O)Nc2cc(OC)ccc2OC)[nH]n1	.	1.5
CCOC(=O)[C@@H]1[C@H]2COc3ccccc3[C@H]2N2C(=O)N(c3ccccc3)C(=O)[C@]12C	1.1	0.6
O=c1c2c3nc4ccccc4nc3n(/N=C/c3ccncc3)c2ncn1-c1ccccc1	.	0.8
OCCNc1ncnc2c1ncn2[C@H]1CN(Cc2ccc(-c3ccccc3)cc2)C[C@@H](CO)O1	.	-0.2

New compounds follow:
SMILES	NR0B1 inh	FXN GAA850 act
O=C(O)c1ccc(N2C(=O)/C(=C/c3ccc(-c4ccc([N+](=O)[O-])cc4)o3)C=C2c2ccccc2)cc1	-1.2	5.3
CCOC(=O)CSc1nc2ccccc2n1CC(=O)N1CCN(c2ccccc2)CC1	0.8	-3.8
O=C(N/N=C\c1cccnc1)c1ccc(Cl)cc1Cl	0.3	-1.9
COCCCn1c(C(=O)N2CC(C)OC(C)C2)cc2c(=O)n3cccc(C)c3nc21 (stereo not drawn)	-0.2	0.0
COc1ccccc1N1CCN(C(=O)c2sc3ncnc(N4CCN(c5ccccn5)CC4)c3c2C)CC1	-2.6	-4.5
CCCCC[C@H](O)/C=C/[C@@H]1[C@@H](CCCCCCC(=O)O)[C@@H](O)C[C@H]1O	0.3	7.5
Nc1ccccc1SC(C[N+](=O)[O-])c1ccccc1 (stereo not drawn)	2.7	4.0
CN1CCN(C2=C(Cl)C(=O)N(c3ccc(Cl)c(Cl)c3)C2=O)CC1	-0.8	-1.4
O=C(NC1CCCC1)C(c1ccc(Cl)cc1)N(Cc1ccc(F)cc1)C(=O)CCl (stereo not drawn)	0.3	-1.6
Cc1ccc(C)n1-c1ccc(-c2nnco2)cc1	-0.9	-0.2
COc1cccc(CN2CCN(Cc3cc(OC)c(OC)cc3[N+](=O)[O-])CC2)c1	0.3	-1.2
COc1cccc2sc(N3CCN(C(=O)c4ccc([N+](=O)[O-])o4)CC3)nc12	-1.9	0.1
CCN(CCCNC(=O)Cn1ncc2c([nH]c3ccc(C)cc32)c1=O)c1cccc(C)c1	0.4	1.3
COc1ccc(OC)c(NC(=O)[C@@H]2CCCN2C(=O)c2cccs2)c1	-1.5	1.6
CCC1CCCCN1C(=O)c1cc2c(=O)n3cccc(C)c3nc2s1 (stereo not drawn)	1.6	6.3

Ordered by the number under NR0B1 inh (low to high): three from the list above
molecule	NR0B1 inh
COc1cccc2sc(N3CCN(C(=O)c4ccc([N+](=O)[O-])o4)CC3)nc12	-1.9
COc1ccc(OC)c(NC(=O)[C@@H]2CCCN2C(=O)c2cccs2)c1	-1.5
O=C(NC1CCCC1)C(c1ccc(Cl)cc1)N(Cc1ccc(F)cc1)C(=O)CCl (stereo not drawn)	0.3

(cont.)
SMILES	NR0B1 inh	FXN GAA850 act
CCc1cc(=O)[nH]c(SCc2cccnc2)n1	0.1	1.8
CO[C@H]1CC[C@@]2(C)[C@@H](CC[C@@H]3[C@@H]2CC[C@@]2(C)[C@H]3C[C@H](C(=O)N[C@@H](CCCN=C(N)N)C(=O)NCC(=O)N[C@@H](CC(=O)O)C(N)=O)O[C@]23CCCO3)C1	0.6	1.3
O=C(c1cn(-c2ccccc2)nc1-c1cccs1)N1CCN(c2ccccc2)CC1	-1.4	-3.7
O=[N+]([O-])c1ccccc1S(=O)(=O)N1CCN(S(=O)(=O)c2ccc3c(c2)OCCO3)CC1	-0.8	-1.3
CCOC(=O)c1ccc(NC(=O)CSc2nc(C)cc(=O)[nH]2)cc1	0.3	1.4
CC(C)(CO)N=Cc1c(O)[nH]c2ccccc12	0.2	-0.2
S=C(NCCc1ccc(Cl)cc1)NCc1ccccc1	0.1	0.0
Brc1ccc(C2Nc3cccc4cccc(c34)N2)o1	0.2	3.8
NC(=O)C1Cc2ccccc2CN1C(=O)c1nn(Cc2ccccc2)c(=O)c2ccccc12 (stereo not drawn)	0.0	2.0
CCNc1ccc(Br)cc(C(=O)/C=C/c2ccc(Cl)cc2)c1=O	-1.8	0.4
Cc1ccc(C)c(OC(=O)c2cccnc2)c1	-0.7	0.5
O=S1(=O)C=C(Sc2nc3cc(Cl)ccc3o2)c2ccccc21	-1.6	-18
C/C(=N\NC(=O)CSc1ncccn1)c1ccc2c(c1)OCCO2	-0.5	1.4
CCn1c(N)c(C(=O)NCc2ccc3c(c2)OCO3)sc1=S	0.6	-0.9
CCOc1ccc2nc(NC(=O)Cc3cccs3)sc2c1	-0.2	3.2
CC1Cc2ccccc2N1c1ncnc2nc[nH]c12 (stereo not drawn)	1.8	0.7
O=c1oc2ccccc2nc1/C=C(\O)c1ccc(Br)cc1	0.9	3.4
CC(=O)OCCCNc1cc(Sc2nc3ccccc3s2)c2nonc2c1[N+](=O)[O-]	1.0	7.2
COc1cccc(N2CCN(c3ccc4nnc(CCC(=O)Nc5ccc(C)cn5)n4n3)CC2)c1	0.2	-0.6
COc1cc2c(cc1OC)CN(c1ccc(-c3ccccc3OC)nn1)CC2	-0.4	2.5
CC(C)COc1ccc(C(=O)Nc2ccc([N+](=O)[O-])cc2)cc1	0.1	2.6
COC(=O)CCC(=O)OC1(C)C(=O)C2=CN(CCCOC(C)C)C(c3ccc(OC)cc3)=CC2=C(Br)C1=O (stereo not drawn)	-0.5	-0.8
COC(=O)CSC1=NS(=O)(=O)c2ccccc21	-0.2	1.5
O=C1/C(=C/N(C(=O)c2ccco2)c2ccc(Br)cc2)Sc2ccccc21	4.7*	-1.4
NC(=O)[C@@H]1CCCCNc2c(F)cc([N+](=O)[O-])cc2C(=O)N[C@@H](CC(=O)O)C(=O)N[C@@H](CCC(=O)O)C(=O)N1	-0.2	-1.0

A section from further up, for reference:
SMILES	NR0B1 inh	FXN GAA850 act
COC(=O)CSC1=NS(=O)(=O)c2ccccc21	-0.2	1.5
O=C1/C(=C/N(C(=O)c2ccco2)c2ccc(Br)cc2)Sc2ccccc21	4.7*	-1.4
NC(=O)[C@@H]1CCCCNc2c(F)cc([N+](=O)[O-])cc2C(=O)N[C@@H](CC(=O)O)C(=O)N[C@@H](CCC(=O)O)C(=O)N1	-0.2	-1.0

Some of the compounds tested. The share of hits here may be higher or lower than overall.
